RGS4-Gao reg: modulates binding of RGS4 to human Galphao; binding response (% of control), % at 10 µM; P09471; hit rate 0.33% among 220,000; Multiplexed bead flow cytometry; actives lie on both sides; in the data active means binding response below about 49% or above about 150%; inactive means in between;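 further: fluorescent Galphao activated with aluminum fluoride binding bead-coupled RGS4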
Bcl-2 Bim block: human Bim-Bcl-2 interaction inhibition. Bead-based flow cytometry, Bim peptide-Bcl-2 binding. P10415. hit rate 0.06% among 190,000. inhibition, % at 10 µM; in the data active means inhibition above about 40%; inconclusive means no clear call, values can overlap the other calls;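 further: 0% = no compound wells with probe peptide and 100% = reference peptide inhibitor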
RGS7-Gao: regulators of human RGS7-Galphao interaction | P09471 | Multiplexed bead flow cytometry, RGS7-Galphao binding; actives lie on both sides | binding response (% of control), % at 10 µM | hit rate 0.35% among 220,000; in the data active means binding response below about 49% or above about 150%; inconclusive means no clear call, values can overlap the other calls; inactive means in between;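 further: fluorescent Galphao held in activated GDP-AlF4 state binding bead-coupled RGS7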
Bcl-XL Bim block: inhibitors of Bim-Bcl-XL interaction, human; hit rate 0.04% among 190,000; Q07817; inhibition, % at 10 µM; Bim peptide-Bcl-XL binding, bead flow cytometry, fluorescence
Target sequence (Q07817 whole entry, looked up): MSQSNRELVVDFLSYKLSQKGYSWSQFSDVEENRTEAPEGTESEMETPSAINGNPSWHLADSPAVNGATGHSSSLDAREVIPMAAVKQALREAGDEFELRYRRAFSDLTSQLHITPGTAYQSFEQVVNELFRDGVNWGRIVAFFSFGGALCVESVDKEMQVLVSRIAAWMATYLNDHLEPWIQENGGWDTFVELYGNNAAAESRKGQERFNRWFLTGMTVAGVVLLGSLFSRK
Bcl-W Bim block: human Bim-Bcl-W interaction inhibition | inhibition, % at 10 µM | Q92843 | AID 952 | bead-based flow cytometry, Bim peptide-Bcl-W binding | hit rate 0.02% among 190,000;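 further: 0% = bound tracer without compound and 100% = peptide blocker; higher means less fluorescent Bim peptide bound to Bcl-W beads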
Target sequence (Q92843 whole entry, looked up): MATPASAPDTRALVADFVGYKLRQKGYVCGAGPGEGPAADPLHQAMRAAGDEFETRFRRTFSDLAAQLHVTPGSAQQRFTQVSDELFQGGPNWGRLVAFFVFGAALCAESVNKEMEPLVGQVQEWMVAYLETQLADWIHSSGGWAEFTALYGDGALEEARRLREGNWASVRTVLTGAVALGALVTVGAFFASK
Bim-Bfl-1: disrupts Bim binding to human Bfl-1; Q16548; Bead-based flow cytometry, Bim-Bfl-1 binding inhibition; inhibition, % at 10 µM; hit rate 0.12% among 190,000;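 further: 0% = wells without compound plus tracer and 100% = blocker peptide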
RGS8-Gao reg: modulates binding of RGS8 to human Galphao. P09471. multiplexed bead flow cytometry; actives lie on both sides. response (percent of control binding), % at 10 µM. hit rate 0.34% among 220,000; in the data active means response below about 60% or above about 140%; inactive means in between;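 further: Galphao activated as the GDP aluminium fluoride complex binding bead-coupled RGS8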
Mcl1-Noxa inh: disrupts binding of human Mcl-1 to Noxa peptide; Q07820; TR-FRET Mcl-1/Noxa peptide binding, 2 h; inhibition, % at 21.7 µM; hit rate 1.5% among 220,000; AID 1022;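 active means compounds that cut the protein-peptide binding signal by more than 50% relative to plate controls in a single-dose test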;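 further: His-tagged Mcl-1 with rhodamine Noxa BH3 peptide and terbium anti-His antibody; 0% = Mcl-1 plus Noxa peptide wells and 100% = peptide-only wells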
Target sequence (Q07820 whole entry, looked up): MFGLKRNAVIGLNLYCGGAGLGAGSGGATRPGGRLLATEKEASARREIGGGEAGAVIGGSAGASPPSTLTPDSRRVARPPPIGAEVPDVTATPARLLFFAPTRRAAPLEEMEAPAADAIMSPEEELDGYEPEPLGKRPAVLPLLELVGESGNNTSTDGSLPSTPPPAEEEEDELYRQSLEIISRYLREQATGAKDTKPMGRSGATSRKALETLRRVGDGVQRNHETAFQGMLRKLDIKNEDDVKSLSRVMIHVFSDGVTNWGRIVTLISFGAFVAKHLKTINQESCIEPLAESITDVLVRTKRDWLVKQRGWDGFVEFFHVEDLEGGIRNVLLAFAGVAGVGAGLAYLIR
Bcl-B Bim block: inhibitors of Bim-Bcl-B interaction, human. bead-based flow cytometry, Bim peptide-Bcl-B binding. inhibition, % at 10 µM. hit rate 0.073% among 190,000. Q9HD36;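 further: 0% = tracer peptide without compound and 100% = reference inhibitor peptide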
Target sequence (Q9HD36 whole entry, looked up): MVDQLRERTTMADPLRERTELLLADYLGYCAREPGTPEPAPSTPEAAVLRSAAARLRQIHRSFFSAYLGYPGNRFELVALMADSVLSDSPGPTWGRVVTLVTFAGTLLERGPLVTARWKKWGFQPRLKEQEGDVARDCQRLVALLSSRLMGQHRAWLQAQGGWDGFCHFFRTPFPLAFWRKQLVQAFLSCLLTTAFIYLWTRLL
Mcl1 Bid PPI: Mcl-1/Bid interaction inhibition. Q07820. hit rate 0.97% among 220,000. TR-FRET Mcl-1/Bid-Dy647 peptide binding, 1536-well. inhibition, % at 21.7 µM;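 active means compounds that cut the binding signal by more than half at the single screening dose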;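 further: His-tagged Mcl-1 with europium anti-His antibody binding Bid BH3 peptide; 0% = Mcl-1 plus peptide wells and 100% = peptide-only wells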
Mcl-1 Bim block: disrupts Bim peptide binding to human Mcl-1 | inhibition, % at 10 µM | Q07820 | Bead-based flow cytometry, Bim peptide-Mcl-1 binding | hit rate 0.1% among 190,000 | AID 1009;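 further: 0% = no compound tracer wells and 100% = peptide blocker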
The depositor's hits bear a star; ? = inconclusive; · = no result given; & = joins results of further samples. Unless noted, no stated cut-off is given here; in the data, active means inhibition above about 40%. Rows are unselected (roughly 2.7% active in at least one column).

SMILES	RGS4-Gao reg	Bcl-2 Bim block	RGS7-Gao	Bcl-XL Bim block	Bcl-W Bim block	Bim-Bfl-1	RGS8-Gao reg	Mcl1-Noxa inh	Bcl-B Bim block	Mcl1 Bid PPI	Mcl-1 Bim block
O=C(/C(Br)=C/Nc1cc(Cl)ccc1Cl)C(F)(F)F	104	0	99	-4	-4	0	103	11	-6	-47	-3
CCCc1nnc(NC(=O)CCC(=O)O)s1	96	-1	92	0	2	-8	97	8	-2	-12	1
O=C(CC1Sc2ccccc2NC1=O)Nc1cccc(-c2nnc3n2CCCCC3)c1 (centres undefined)	97&96	-3&-3	106&98	-4&-1	-2&-3	1&-1	94&89	26	-4&-6	-23	-5&-3
O=C(Nc1ccc(F)cc1F)c1c(C(F)(F)F)ccnc1Oc1cccc(C(F)(F)F)c1	103	·	?	·	·	·	104	-4	·	-18	·
O=C(Nc1ccc([N+](=O)[O-])cc1)Nc1ccc2[nH]c(=O)[nH]c2c1	90	-5	88	-1	0	-4	93	29	-5	-27	0
CO/N=C/NC(=O)NOCc1ncc(C(F)(F)F)cc1Cl	99	-3	99	-2	-2	0	99	14	0	-5	-3
Cc1ccc(C(=O)Nc2nc(=O)n(C(=O)c3ccccc3Cl)s2)cc1	92	-10	96	-13	-1	-17	91	4	-9	-16	-2
O=C(CN1C(=O)c2ccccc2C1=O)Nc1ccc2c(c1)OCO2	99	-5	97	-2	0	-4	97	4	-2	-17	-4
Cc1ccccc1NC(=O)COC(=O)C1(C)CC1(Cl)Cl (centres undefined)	104	-2	102	0	0	-3	103	0	-2	2	0
O=C(CNC(=O)c1ccco1)OCC(=O)c1ccc(Cl)cc1Cl	102	-2	102	-1	0	-6	103	-5	0	-27	-2
Cc1ccccc1CNC(=O)c1ccccc1C(=O)O	100	4	98	-12	-6	-2	104	-6	-7	2	-6
CCOC(=O)C1CN(S(=O)(=O)c2ccccc2)CCN1S(=O)(=O)c1ccccc1 (centres undefined)	103	-2	102	-1	-3	-4	101	5	-2	-9	-2
COc1ccc(N2CC(C(=O)N/N=C/c3cc([N+](=O)[O-])ccc3O)CC2=O)cc1 (centres undefined)	99	1	95	1	4	-2	100	-11	0	-48	1
C=CCNc1nnc(Cl)c2ccccc12	103	-5	103	-9	-4	-11	106	10	-9	2	-2
Cc1nn(Cc2c(F)c(F)c(F)c(F)c2F)c(C)c1NC(=O)c1cccc(COc2ccccc2Cl)c1	99	-2	99	-2	3	-7	101	1	-6	-2	0
CCOC(=O)c1sc(NC(=O)/C=C/c2ccccc2)nc1C	104	-2	107	-8	-3	0	102	0	-18	3	-7
COc1ccc(C(=O)COC(=O)CCc2nc3ccccc3[nH]c2=O)cc1Br	99	-3	?	2	-4	-5	99	-15	-2	5	6
COc1ccccc1CC(=O)Nc1ccc(OC)c(OC)c1	97	-12	97	-7	-2	-9	98	-15	-9	-6	-2
Cc1nnc(NC(=O)CSc2nnc(NC(=O)C(C)(C)C)s2)s1	93	-1	96	0	0	-3	97	-11	0	-47	1
COC(=O)CCC(NC(=O)c1cc(C)oc1C)C(=O)OC (centres undefined)	96	0	98	-6	-4	-2	99	-1	-7	-24	-3
CCOC1(OCC)C(c2ccc(N)cc2)C(C#N)(C#N)C1(OCC)OCC (centres undefined)	106	-1	101	0	-1	0	105	-20	-1	-60	-1
CC(C)(C)NC(=O)COC(=O)c1ccc(S(=O)(=O)N2CCCCCC2)cc1	97	-5	97	-5	2	-8	101	-17	-9	-16	1
c1csc(-n2nc3ccccc3n2)c1	110	1	108	5	4	6	105	-14	5	-40	0
CCOC(=O)c1sc2nccc(N(C)C)c2c1N=CNOCc1c(F)cccc1Cl	107	-7	105	-8	3	-10	102	-13	-4	-39	-1
c1ccc2c(c1)C(=NCC1CCCO1)NC2=NCC1CCCO1 (centres undefined)	98	-3	96	0	-2	-2	96	7	-2	-2	-1
CC1=NN(C(=O)Cc2ccc([N+](=O)[O-])cc2)C(O)(C(F)(F)C(F)(F)F)C1 (centres undefined)	110	·	?	·	·	·	95	0	·	-24	·
O=C(O)C1CCCN1C(=O)Nc1ccccc1 (centres undefined)	108	-2	105	2	0	0	103	10	2	1	-1
O=C(C1=C[C@@H](C2CC2)C[C@@H](OCCCCO)O1)N1CCN(Cc2ccccc2)CC1	94	-2	96	-3	-2	-4	95	-19	-3	-3	-3
COc1ccc(-c2ccc(CCC(=O)O)o2)cc1	101	1	101	1	1	-4	103	7	0	-83	3
CC(C)(C)SCCNC(=O)CN(c1ccc(F)c(Cl)c1)S(C)(=O)=O	97	-1	99	1	-1	-1	99	-1	-1	-50	-2
O=C(CSc1ccccn1)N1CCN(c2ccc(Cl)cc2)CC1	100	-10	105	-22	-3	-4	99	9	-30	-25	-7
CCC1CCC(c2nnc(-c3ccc([N+](=O)[O-])cc3)o2)CC1 (centres undefined)	101	-3	101	-7	-3	-15	101	0	-8	-1	-2
O=C(O)c1ccccc1-n1ncc2c1/C(=C/c1ccc(Cl)cc1)CC2	100	·	?	·	·	·	102	16	·	-20	·
Cc1nc2cc(-c3cccc(F)c3)nn2c(C)c1CCC(=O)NC(C)c1ccc2c(c1)OCCO2 (centres undefined)	102	0	101	-8	-2	-3	105	0	-9	8	-1
CCc1nc2c3cnn(-c4cc(Cl)ccc4C)c3ncn2n1	99	-8	102	-1	0	-7	102	12	-4	-18	-1
O=C(Nc1ccccc1C(=O)NCC1CCCO1)c1ccco1 (centres undefined)	100	-2	101	0	-2	0	100	12	0	-3	6
Cc1ccc(Nc2nnc(SCC(=O)Nc3ncc(S(=O)(=O)c4ccc([N+](=O)[O-])cc4)s3)s2)cc1	102	0	107	-5	-2	0	104	22	-6	12	-2
COc1ccc2c(C(=O)CN3CCN(CCO)CC3)c[nH]c2c1	109	0	104	8	1	-6	105	8	-6	-15	1
CC(=O)c1ccc(NC(=S)NC(NC(=O)c2ccco2)C(Cl)(Cl)Cl)cc1 (centres undefined)	104	-4	102	12	3	-5	101	27	-8	-36	1
O=C(c1ccccc1Br)N1CCN(c2ccc([N+](=O)[O-])c(N3CCOCC3)c2)CC1	102	-3	?	-3	-1	-3	102	7	-5	-36	1
CN(C)c1ccc(N=Cc2ccco2)cc1	89	18	76	12	26	36	76	47	5	-77	9
Cc1cc2ncn(CCC(=O)NC3CCCC3)c2cc1C	102	0	100	0	0	-3	101	7	1	-23	0
CCOC(=O)c1cc(NC(=O)SCC(=O)O)c(C)nc1C	89	-6	92	5	1	-5	97	22	-14	26	2
Cn1nc([N+](=O)[O-])nc1Oc1ccc(C(C)(C)C)cc1	98	-4	99	-3	-3	-5	98	0	-4	-17	-1
CC(C)CN(C(=O)CSc1nnc(-c2ccco2)o1)c1c(N)n(Cc2ccccc2)c(=O)[nH]c1=O	99	-4	?	-1	0	-5	101	-4	-3	-13	3
O=C(COC(=O)COc1ccccc1[N+](=O)[O-])NC1CCCC1	104	-6	105	-9	-6	-6	100	13	-7	1	-7
O=C1CC(c2ccccc2)CC(O)=C1C=NCCN1CCN(C(=O)Nc2ccccc2)CC1 (centres undefined)	105	-10	103	-2	0	-11	104	10	-8	-3	-1
CC1=C(C(=O)NC2CCC(C)CC2)C2(CCC(C)CC2)OC1=O (centres undefined)	107	-7	109	-3	2	-10	110	5	-4	-4	1
CC12CC(c3ccccc3O1)C(C(=O)N1CCOCC1)C(=O)N2 (centres undefined)	97	-7	95	-10	0	-15	100	15	-5	-9	-2
O=C(Cn1ccc2ccccc2c1=O)NCCC(=O)NC1CCN(Cc2ccccc2)CC1	100	-8	102	-8	0	-10	98	24	-6	-22	0
Clc1cncc(Cl)c1NNc1c2ccccc2nc2ccccc12	98	-5	95	-10	-6	-15	102	58*	-9	-9	-6
O=C(O)CCC(=O)c1ccc2c(c1)OCCO2	100	-10	106	-4	-1	-6	103	-24	-9	-7	-4
COc1cc(NC(=S)N2CCN(c3ccccn3)CC2)cc(OC)c1OC	98	-2	97	0	-2	0	96	18	-10	-69	-5
CS/C(=N\S(=O)(=O)c1cccs1)Nc1cccc(Cl)c1C	100	-11	98	-3	-2	-11	101	9	-5	-16	1
c1ccc(-c2csc(=Nc3cccnc3)n2CC2CCCO2)cc1 (centres undefined)	99	-1	102	-4	-3	0	100	38	-9	16	-2
O=C(CCCC(=O)NC1CCCC1)NC1CCCC1	95	-1	95	0	-4	0	98	14	-5	-11	-3
O=C(CCc1c[nH]c2ccccc12)N=Nc1c(O)[nH]c2ccccc12	104	-4	107	0	-1	-10	106	-11	-5	-44	0
COC(=O)c1nn(-c2ccccc2)c(Cl)c1/C=N/OCc1ccc(Cl)cc1Cl	100	4	98	3	0	3	96	-18	2	-10	-1
O=C1c2ccccc2C(Nc2ccc(Cl)cn2)N1c1cccnc1 (centres undefined)	108	-8	111	-1	1	-9	105	15	-5	-4	0
Cc1ccc(NC(=S)Nc2ccc3nc(-c4ccccn4)c(-c4ccccn4)nc3c2)cc1C	106	5	100	-4	-1	12	104	30	-10	-45	-8

The list continues.
SMILES	RGS4-Gao reg	Bcl-2 Bim block	RGS7-Gao	Bcl-XL Bim block	Bcl-W Bim block	Bim-Bfl-1	RGS8-Gao reg	Mcl1-Noxa inh	Bcl-B Bim block	Mcl1 Bid PPI	Mcl-1 Bim block
O=C(CCCCCn1c(=S)[nH]c2cc3c(cc2c1=O)OCO3)N1CCN(C(=O)c2ccco2)CC1	92	-8	98	-3	-10	3	97	-17	-26	-20	-3
COc1ccc(-c2nnc(Nc3ccc(CC(N)=O)cc3)c3ccccc23)cc1	102	-1	102	-9	-5	-5	102	2	-12	-15	-5
CC(C)OP(=O)(OC(C)C)C(Nc1ccccc1)c1ccc2c(c1)OCO2 (centres undefined)	104	-9	106	-4	-3	-6	106	16	-5	-17	-2
CCC(C)N1CC23C=CC(O2)C(C(=O)OCc2ccccc2)C3C1=O (centres undefined)	100	1	103	-3	-2	1	101	5	-3	-15	-7
COc1cc(C=O)cc(Br)c1OCC(N)=O	108	-2	106	-2	2	-1	110	13	-1	-1	1
CCOC(=O)c1cc2c(=O)n3cccc(C)c3nc2n(Cc2ccco2)c1=NC(=O)c1ccccc1	96	14	97	5	6	20	96	20	12	-11	5
Cc1nc2c(-c3ccccc3)c(C)nn2c(C)c1CCC(=O)NC(C)CCc1ccco1 (centres undefined)	102	-5	104	-3	1	-9	102	18	-4	-16	0
COc1cc(/C=N/n2cnc3c(sc4nc(C)cc(C)c43)c2=O)ccc1O	106	·	?	·	·	·	104	-11	·	15	·

For reference, two of the compounds above.
SMILES	RGS4-Gao reg	Bcl-2 Bim block	RGS7-Gao	Bcl-XL Bim block	Bcl-W Bim block	Bim-Bfl-1	RGS8-Gao reg	Mcl1-Noxa inh	Bcl-B Bim block	Mcl1 Bid PPI	Mcl-1 Bim block
COc1ccc(-c2nnc(Nc3ccc(CC(N)=O)cc3)c3ccccc23)cc1	102	-1	102	-9	-5	-5	102	2	-12	-15	-5
CC(C)OP(=O)(OC(C)C)C(Nc1ccccc1)c1ccc2c(c1)OCO2 (centres undefined)	104	-9	106	-4	-3	-6	106	16	-5	-17	-2

Look-ups from the entries so far.
For Mcl1-Noxa inh, `COc1cc(/C=N/n2cnc3c(sc4nc(C)cc(C)c43)c2=O)ccc1O` reads -11
For RGS4-Gao reg, `CCOC(=O)c1cc2c(=O)n3cccc(C)c3nc2n(Cc2ccco2)c1=NC(=O)c1ccccc1` reads 96
For Bcl-W Bim block, `COc1cc(C=O)cc(Br)c1OCC(N)=O` reads 2
For Bcl-B Bim block, `O=C(CCCCCn1c(=S)[nH]c2cc3c(cc2c1=O)OCO3)N1CCN(C(=O)c2ccco2)CC1` reads -26

High-throughput results (PubChem)
